TEAD-YAP block = TEAD-YAP interaction inhibition | 640,000 compounds, 1.4% hits | inhibition, % at 9.12 µM | HEK-TIYL cells, TEAD-Gal4/YAP UAS-luciferase luminescence; in the data active = inhibition above about 32%;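 note: 0% = median of test compound wells and 100% = reference inhibitor wells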
GPR151 ag = activators of human GPR151 | Q8TDV0 | PathHunter beta-arrestin GPR151 cells, luminescence | activation, % at 11.2 µM | 650,000 compounds, 1% hits; in the data active = activation above about 4.9%;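 note: 0% = median of compound wells and 100% = cells with positive control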
Target sequence (Q8TDV0 whole entry, looked up): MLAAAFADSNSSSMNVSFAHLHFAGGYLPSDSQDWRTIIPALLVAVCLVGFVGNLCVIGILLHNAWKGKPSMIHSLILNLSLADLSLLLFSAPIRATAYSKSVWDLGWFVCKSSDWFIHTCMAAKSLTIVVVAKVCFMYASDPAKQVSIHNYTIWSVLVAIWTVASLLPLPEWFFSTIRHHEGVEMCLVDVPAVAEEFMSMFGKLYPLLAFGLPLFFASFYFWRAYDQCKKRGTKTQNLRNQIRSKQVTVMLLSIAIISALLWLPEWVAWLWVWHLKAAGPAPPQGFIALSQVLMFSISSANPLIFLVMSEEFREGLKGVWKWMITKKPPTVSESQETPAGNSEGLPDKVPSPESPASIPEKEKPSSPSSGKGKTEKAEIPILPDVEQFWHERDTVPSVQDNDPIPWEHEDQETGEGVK
MITF inh = blocks human microphthalmia-associated transcription factor; inhibition, % at 2.6 µM; AlphaScreen MITF homodimerization, bead proximity signal; AID 1259374; O75030; 650,000 compounds, 0.91% hits; in the data active = inhibition above about 50%;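 note: 0% = vehicle wells with protein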
Target sequence (O75030 whole entry, looked up): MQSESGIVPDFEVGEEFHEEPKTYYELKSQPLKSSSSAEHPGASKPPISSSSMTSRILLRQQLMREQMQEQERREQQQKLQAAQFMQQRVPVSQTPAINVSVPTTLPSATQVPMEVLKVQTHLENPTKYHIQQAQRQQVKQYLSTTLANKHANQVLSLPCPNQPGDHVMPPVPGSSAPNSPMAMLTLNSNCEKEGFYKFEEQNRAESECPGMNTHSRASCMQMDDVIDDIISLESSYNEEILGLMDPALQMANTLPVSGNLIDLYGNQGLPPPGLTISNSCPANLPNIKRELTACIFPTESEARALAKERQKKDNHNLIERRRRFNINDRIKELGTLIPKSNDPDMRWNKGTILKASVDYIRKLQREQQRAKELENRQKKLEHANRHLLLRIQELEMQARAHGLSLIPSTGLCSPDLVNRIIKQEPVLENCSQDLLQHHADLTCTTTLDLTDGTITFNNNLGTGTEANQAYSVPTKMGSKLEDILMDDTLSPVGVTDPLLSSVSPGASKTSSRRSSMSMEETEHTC
FBW7 act = activators of human E3 ligase FBW7; Q969H0; AlphaScreen FBW7–phospho-cyclin E peptide binding, activator screen; 650,000 compounds, 0.13% hits; AID 1259310; normalized activity (activation), % at 26.1 µM; in the data active = normalized activity above about 1.9%;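 note: purified mutant Fbw7 with reduced substrate affinity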
* = called active by the depositor; nt = no result given; & = joins results of further samples.

Under each structure: TEAD-YAP block	GPR151 ag	MITF inh	FBW7 act
CCOC(=O)C1=C(C)NC(=S)NC1c1cc(OCC)c(O)cc1Br (configuration not stated)
  6	2.1	0	-0.1
CCOC(=O)C1CCCN(C(=O)CSc2cccc[n+]2[O-])C1 (configuration not stated)
  -7	-2.2	0	0.1
CCCc1cc(CN(C)C(=O)CC2(c3ccccc3C)CC(=O)N(CCOC)C2=O)[nH]n1 (configuration not stated)
  5	2.0	-5	0.1
Cc1cc(C)c(NC(=O)C(=O)NCCO)c(C)c1
  -4	1.4	-4	-0.1
Cn1ccnc1C(O)c1cccc(OCc2ccccc2)c1 (configuration not stated)
  -6	-0.3	-6	-0.2
Cc1cc(C2C(=O)CC(=O)CC2(C)C)on1 (configuration not stated)
  17	-1.6	10	0.8
O=C(CCc1nc2cccnc2n1Cc1ccccc1)NCCc1ccccc1
  6	-0.1	16	0.1
CC1CCCC(NC(=O)Cn2c(=O)oc3cc(Cl)ccc32)C1C (configuration not stated)
  6	-0.1	16	0.1
N#Cc1cccc(NC(=O)CSc2cccc[n+]2[O-])c1
  -6	0.8	8	-0.1
COC(=O)c1cccc(N2C(=O)C3C4C=CC(C)(O4)C3C2=O)c1 (configuration not stated)
  6	-2.0	-2	-0.1
O=C(Cn1c(=O)oc2cc(Cl)ccc21)Nc1ccc(Cl)cc1F
  -4	-1.9	-7	0.1
CCN(CC)c1ncnc2sc(C(=O)O)c(C)c12
  3	1.0	13	-0.1
O=C(NCCCO)C(=O)NCC(c1ccco1)N1CCN(c2ccccc2)CC1 (configuration not stated)
  -9	2.6	-11	0.0
Cc1cc(Br)ccc1S(=O)(=O)n1cncc1C
  -9	3.7	5	0.0
Cc1ccnc(SCc2cn3cccnc3n2)n1
  -6	-1.4	-2	0.1
COc1ccc(-n2c(O)c(C=Nc3ccc(F)cc3)c(=O)[nH]c2=O)cc1
  -5	3.5	-5	0.0
CC(C)=CCN1CCC(=O)N(CCOc2ccc(F)cc2)CC1
  6	-0.6	0	0.0
CCOc1ccc(-c2cccc(NC(=O)c3ccc(OCC)c(OCC)c3)c2)nn1
  -6	-1.9	-6	0.2
COC(=O)c1ccc2c(=O)n(CCc3ccc(S(N)(=O)=O)cc3)c(SCC#N)nc2c1
  0	-0.2	-10	0.1
COc1ccnc(N2CCC(N(CC3CC3)C(=O)NC(C)C)CC2)n1
  8	2.3	-6	0.0
Cc1ccc(-c2cc(-c3ccco3)c3c(N)c(C(=O)Nc4cccc(Cl)c4)sc3n2)cc1
  -12	-0.4	-16	0.0
CC1CN(CCCOc2ccc(Br)cc2Cl)CC(C)O1 (configuration not stated)
  -5	0.4	58*	0.2
N#CSCc1nc2ccccc2c2nc3ccccc3n12
  -23	-5.4	3	0.0
Cc1ccc(S(=O)(=O)N(C)CC(=O)O)cc1
  -2	1.1	-10	0.5
C=CCc1cccc2cc(C(=O)Nc3sc(C)c(C)c3C#N)c(=O)oc12
  -17	0.9	9	0.1
Cc1nc(SCC(N)=O)c(C#N)c(C)c1Cl
  6	0.7	1	0.0
O=C(Cn1cnc2sc3c(c2c1=O)CCCC3)NCCC(=O)N1CCC(Cc2ccccc2)CC1
  -3	-0.3	9	-0.1
CCOCC(=O)Nc1ccc(S(=O)(=O)NC(C)(C)C)cc1
  -5	3.3	18	1.1
C[C@@H]1/C=C/CC(=O)OC[C@H](C)C(=O)N[C@@H](Cc2ccccc2)C(=O)OC1
  nt	-0.6	4	0.1
O=C1NC(=O)C(=Cc2ccccc2OC(=O)c2ccc(Cl)cc2)C(=O)N1
  -5	-1.0	-8	-0.3

Looked up by compound from the entries so far:
Under each structure: TEAD-YAP block	GPR151 ag	MITF inh	FBW7 act
O=C(NCCCO)C(=O)NCC(c1ccco1)N1CCN(c2ccccc2)CC1 (configuration not stated)
  -9	2.6	-11	0.0
CCOCC(=O)Nc1ccc(S(=O)(=O)NC(C)(C)C)cc1
  -5	3.3	18	1.1

Further results follow:
Under each structure: TEAD-YAP block	GPR151 ag	MITF inh	FBW7 act
CC(=O)c1cccc(NC(=O)Nc2ccc(C(=O)N3CCCC3)cc2)c1
  -1	1.8	-11	-0.1
COc1cc(C2CC(=O)N3CN(Cc4ccco4)CSC3=C2C#N)ccc1O (configuration not stated)
  -5	0.1	2	-0.4
CC(=O)OC1CSc2nc3ccccc3n2C1 (configuration not stated)
  0	0.9	-2	0.1
N#CC1=C(N)OC2=C(C(=O)CC(c3ccccc3)C2)C1c1cccc(Cl)c1 (configuration not stated)
  8	-1.1	5	-0.1
O=C(Nc1nc(-c2ccc(I)cc2)cs1)c1cc(Cl)ccc1[N+](=O)[O-]
  12	0.0	1	0.0
COc1ccc(C(c2nnnn2CCC(C)C)N2CCN(C)CC2)c(OC)c1 (configuration not stated)
  9	-1.7	0	0.2
O=C(c1ccc(I)o1)N1CCN(c2ccc(F)cc2)CC1
  1	-1.1	25	-0.2
CCN(CC)CCn1c(=S)[nH]c2cc(C(=O)NC3CCCC(C)C3C)ccc2c1=O (configuration not stated)
  0	-1.4	2	0.8
Cc1ccsc1/C=N/NC(=O)COc1ccc(Cl)cc1
  8	0.2	8	0.1
CS(=O)(=O)N(CC(=O)NC1CCCC1)c1ccc(Cl)cc1Cl
  -1	1.6	2	0.0
CC(C)N1CCN(C2CCC(=O)N(Cc3ccc(F)cc3F)CC2)CC1 (configuration not stated)
  -1	-0.6	-18	0.0
O=C(NC1CCCCC1)/C(=N\O)c1ccccc1
  -19	0.5	11	0.1
C=CCNC(=S)NC(=O)c1cc(I)ccc1Cl
  2	0.4	-12	-0.3
Cc1c(Cl)cccc1NC(=O)Cn1cnc2c1c(=O)n(C)c(=O)n2C
  1	0.9	7	0.3
COC(=O)c1cc(N=C(C)C2=C(O)c3ccccc3C2=O)cc(C(=O)OC)c1
  -3	-2.0	-4	-0.1
COC(=O)C(Nc1nccs1)(OC)C(F)(F)F (configuration not stated)
  2	-0.4	-5	0.8
COc1ccc(C2OC(=O)c3ccccc3S2)cc1 (configuration not stated)
  0	0.3	1	-0.2
CCn1c(=O)c(=O)[nH]c2cc(C(=O)N3CCN(c4ccccc4O)CC3)ccc21
  5	-0.8	-2	-0.1
O=C(CNS(=O)(=O)c1ccccc1)OCC(=O)c1ccc(OCc2ccccc2)cc1
  -20	-2.0	-4	0.1
O=C(CCC1(Cc2ccc3ccccc3c2)CCC(=O)N1)NCC(F)(F)F (configuration not stated)
  -4	-0.6	14	0.0
O=C(CSc1ncccc1C(=O)O)NC12CC3CC(CC(C3)C1)C2
  9	-0.2	1	-0.1
COc1ccccc1NC(=O)c1ccc(F)cc1C
  -4	-1.7	7	0.1
NC(=O)C1(N2CCCCC2)CCN(C(=O)Nc2ccc(C(F)(F)F)cc2)CC1
  8	1.0	9	0.1
COCC(=O)Nc1cnn(-c2ccc(C(=O)N3CCN(C)C(c4ccccc4)C3)cc2)c1 (configuration not stated)
  0	0.6	11	-0.1
Brc1cccc2c1NC(c1ccncc1)C1CC=CC21 (configuration not stated)
  2	0.3	8	-0.1
CC(=O)c1c(C)[nH]c(C(=O)NCCCN2CCCC2)c1C
  -8	2.5	-5	-0.1
COc1ccc(C2N(c3cc(Cl)ccc3OC)C(=O)C3CCCN32)cc1OC (configuration not stated)
  -9	2.9	-5	-0.1
COC(=O)c1nnn(CC(=O)Nc2cccc(Cl)c2C)c1N
  11	-0.6	13	0.1
COC(=O)c1cccc(NC(=O)c2ccccc2CCc2ccccc2)c1
  3	-0.1	8	0.2
O=C(Cc1ccc([N+](=O)[O-])cc1)NNS(=O)(=O)c1ccc(Cl)cc1
  1	-1.1	-7	0.0

A second format for 4 compounds above:
CS(=O)(=O)N(CC(=O)NC1CCCC1)c1ccc(Cl)cc1Cl
  TEAD-YAP block: -1	GPR151 ag: 1.6	MITF inh: 2	FBW7 act: 0.0
CC(C)N1CCN(C2CCC(=O)N(Cc3ccc(F)cc3F)CC2)CC1 (configuration not stated)
  TEAD-YAP block: -1	GPR151 ag: -0.6	MITF inh: -18	FBW7 act: 0.0
O=C(NC1CCCCC1)/C(=N\O)c1ccccc1
  TEAD-YAP block: -19	GPR151 ag: 0.5	MITF inh: 11	FBW7 act: 0.1
C=CCNC(=S)NC(=O)c1cc(I)ccc1Cl
  TEAD-YAP block: 2	GPR151 ag: 0.4	MITF inh: -12	FBW7 act: -0.3

Other entries follow:
Under each structure: TEAD-YAP block	GPR151 ag	MITF inh	FBW7 act
CC1CCCCC1NC(=O)Cn1[nH]c(=O)c2ccccc2c1=O (configuration not stated)
  5	-0.1	-10	0.2
CCn1c(SCC(=O)NC2CCCC2)nnc1-c1ccco1
  5	1.3	3	0.1
CCOCCCNC(=O)c1c(C)nn(-c2ccccc2)c1-n1cccc1
  1	0.1	5	0.3
O=C(CSc1nc2ccccc2c(=O)n1CCC1=CCCCC1)NCc1ccccc1
  -1	-0.5	-12	0.2
CO[C@@]1(NC(=O)C(C(=O)O)c2ccc(O)cc2)C(=O)N2C(C(=O)O)=C(CSc3nnnn3C)CO[C@@H]21 (some centres not stated)
  -6	-1.3&-3.1	21&17	0.1&-0.1
CCc1ccc(NC(=O)CSc2cn(CC(=O)N3CCOCC3)c3ccccc23)cc1
  6	0.5	8	0.0
COCCOC(=O)C1=C(C)NC(=O)NC1c1cccs1 (configuration not stated)
  -12	3.5	1	0.0
O=C1CCC(=O)N1c1ccc(Cl)cc1[N+](=O)[O-]
  12	-0.5	11	-0.1
CCc1cccc(Nc2c(-c3ccc(OC)cc3)c(=O)c2=O)c1
  -8	0.9	6	0.7
CCC(C(=O)Nc1cc(-c2cccs2)nn1-c1nc(C)c(C)c(=O)[nH]1)c1ccccc1 (configuration not stated)
  -7	0.0	-9	-0.2
CCNc1nc(NCc2cccc(C(F)(F)F)c2)c2ncn(-c3ccccc3)c2n1
  -20	0.6	3	0.0
CN(CC(O)c1ccccc1)c1nncc(-c2cccc(C(F)(F)F)c2)n1 (configuration not stated)
  3	1.0	9	0.0
COc1cc(C2C(C(=O)OC3CCCC3)=C(C)NC3=C2C(=O)CCC3)cc(Cl)c1O (configuration not stated)
  -5	-0.7	-4	0.2
COc1cc(NC(=O)c2ccc(NC3=NC4CS(=O)(=O)CC4S3)cc2)cc(OC)c1 (configuration not stated)
  6	0.3	11	0.6
O=C(COC(=O)c1cc2ccccc2oc1=O)c1ccccc1Cl
  -37	-0.4	5	0.3
CCCS(=O)(=O)N1CCN(c2ccc(-n3nc(C)c(C)c3C)nn2)CC1
  -22	-0.5	-12	0.1
O=[N+]([O-])c1ccccc1N=Cc1nc(-c2ccccc2F)oc1O
  2	-0.2	-4	0.0
O=C1c2nccnc2C(=O)N1c1ccc(F)c(F)c1
  -2	2.0	-2	0.0
Cc1cc(C)c(OCC(=O)Nc2ccc(C)c(Cl)c2)c(C)c1
  -1	-1.2	-6	-0.2
COc1cc(OC)cc(C(=O)Nc2nnc(-c3ccccc3)s2)c1
  3	-1.1	5	-0.1
CCc1ccc(N(CC(=O)NC(C)CC)S(C)(=O)=O)cc1 (configuration not stated)
  11	-1.2	18	1.9*
COc1ccccc1CC(=O)N1CCC2(CC1)CC2C(=O)NCc1ccccc1 (configuration not stated)
  0	1.9	17	0.0
Cc1n[nH]c(C)c1CCc1nc2c3ccccc3nc(NCC3CCCO3)n2n1 (configuration not stated)
  -5	0.1	0	-0.2
COc1ccc(S(=O)(=O)C(F)(F)F)cc1[N+](=O)[O-]
  12	1.5	3	0.1
CCOc1ccc(C(=O)N/N=C/c2ccc(O)cc2)cc1
  -10	0.6	4	0.1
Cc1cccc(NS(=O)(=O)c2ccc3c4c(cccc24)C(=O)N3)c1
  8	1.4	-8	0.0
CCc1ccc(NC(=O)CN(c2ccccc2OC)S(C)(=O)=O)cc1
  10	-0.4	6	0.0
N#Cc1ccc(OCC(=O)Nc2ccc(F)c(F)c2)cc1
  0	-1.9	11	0.1
O=C(COc1ccc(I)cc1)c1ccccc1
  -29	-1.1	21	0.5
Cc1ccc(-c2c(C#N)c(N)n(N)c(=O)c2C#N)c(C)c1
  3	-0.2	-1	-0.1
CCOc1ccc(S(=O)(=O)N/N=C/c2c[nH]c3ccccc23)cc1
  7	-0.7	8	0.1
CS(=O)(=O)Nc1ccc(C(=O)NCc2ccccn2)cc1
  -5	1.0	70*	0.7
CCOC(=O)C1=C(C)N=c2s/c(=C\c3ccc(OCc4ccccc4Cl)cc3)c(=O)n2C1c1ccc2c(c1)OCO2 (configuration not stated)
  4	-0.9	3	0.0
COC(=O)CN1C(=O)S/C(=C\c2ccc(-c3ccccc3[N+](=O)[O-])o2)C1=O
  5	4.5	24	-0.1
COc1cccc(C(=O)Nc2cc(C)nn2-c2nc3ccccc3[nH]2)c1OC
  -7	-1.7	4	0.2
CCc1ccccc1Nc1cc(C)nc2ncnn12
  -7	-1.2	14	0.1
Cc1c(C(=O)N2CCN(c3cccc(Cl)c3)CC2)sc2ncn(Cc3ccccc3Cl)c(=O)c12
  -6	-0.6	7	0.0
COc1ccc(Cl)cc1C(=O)Nc1ccc(-c2nc3cccnc3s2)cc1
  -29	0.6	-10	-0.1
NC(=O)c1c(NC(=O)COc2ccc(-c3ccccc3)cc2)sc2c1CCC2
  -1	-0.7	16	0.1
O=C1OC(C2CCCCC2)=N/C1=C\c1ccc(Cl)cc1Cl
  -4	0.7	-5	-0.1

Bioassay records from PubChem.
